UBC13 polyUb – blocks human UBC13 polyubiquitin chain formation | P61088 | 0.47% of 330,000 active | TR-FRET | inhibition, % at 20 µM | AID 485273; in the data active = inhibition above about 45%, passing the limit was not always enough
Target sequence (P61088 whole entry, looked up): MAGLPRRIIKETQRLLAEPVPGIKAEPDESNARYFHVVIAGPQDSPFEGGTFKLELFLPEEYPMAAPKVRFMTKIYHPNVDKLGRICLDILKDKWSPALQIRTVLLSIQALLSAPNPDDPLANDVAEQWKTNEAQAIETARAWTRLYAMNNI
SENP6 block – blocks the human protease SENP6; Q9GZR1; Recombinant SENP6 catalytic domain, aminoluciferin luminescence; inhibition, % at 10 µM; 1.8% of 330,000 active;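 active = inhibition above about 50% at the single tested dose, limit read from the data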;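 note: plate controls were DMSO wells with enzyme for no effect and DMSO wells lacking enzyme for full effect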
SENP8 block-1 – inhibitors of human SENP8 protease | inhibition, % at 20 µM | AID 602440 | 0.64% of 360,000 active | Q96LD8 | recombinant SENP8, Nedd8 substrate fluorescence; in the data active = inhibition mostly above about 40%, no sharp cut-off; inactive = mostly below about 27%
Target sequence (Q96LD8 whole entry, looked up): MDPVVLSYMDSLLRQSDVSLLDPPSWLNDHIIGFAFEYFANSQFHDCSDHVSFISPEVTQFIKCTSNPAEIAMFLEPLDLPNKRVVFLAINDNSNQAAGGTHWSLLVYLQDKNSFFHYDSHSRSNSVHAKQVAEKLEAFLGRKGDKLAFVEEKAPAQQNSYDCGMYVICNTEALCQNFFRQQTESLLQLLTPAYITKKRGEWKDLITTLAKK
beta cell repl – MIN6 beta-cell proliferation induction. MIN6 cells proliferation, ATPlite luminescence, 48 h; cells starved in 0.2% serum; 100% = growth in 10% serum. proliferation, % at 10 µM. 0.29% of 330,000 active;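 active = compounds whose signal lies at least 3.5 SD above the mean of all wells on their plate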;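 note: 0% = DMSO-treated cells in low-serum medium and 100% = 10% serum control; some compounds called inactive have numbers as strong as hits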
HKDC1 inh – inhibitors of human hexokinase HKDC1; inhibition, % at 20 µM; recombinant HKDC1, G6PDH/diaphorase resazurin coupled fluorescence; 0.16% of 340,000 active; AID 493160;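 active = inhibition above about 35% when tested at 20 µM, limit read from the data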;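 note: plate controls were DMSO wells with enzyme for no effect and DMSO wells lacking enzyme for full effect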
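Incubation: 90 min at room temperature in dark / Material: recombinant HKDC1 (HK5) hexokinase enzyme, produced in-house / Quantity: enzyme 5 µg/mL final / Compound: one dose of 20 µM, 1% DMSO / Reagent: glucose and ATP substrates / Buffer or medium: Tris pH 8.0 buffer with MgCl2, Tween-20, BSA, BME / Technique: resorufin fluorescence at 613 nm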
SENP7 inh – inhibitors of human SENP7 protease; Q9BQF6; recombinant SENP7, Z-RLRGG-aminoluciferin luminescence, 40 min; inhibition, % at 5 µM; 1.5% of 330,000 active;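 active = inhibition above about 50% at the single test dose, limit read from the data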;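 note: plate controls were DMSO with enzyme for no effect and no enzyme buffer wells for full effect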
Target sequence (Q9BQF6 706-1050 limits assumed): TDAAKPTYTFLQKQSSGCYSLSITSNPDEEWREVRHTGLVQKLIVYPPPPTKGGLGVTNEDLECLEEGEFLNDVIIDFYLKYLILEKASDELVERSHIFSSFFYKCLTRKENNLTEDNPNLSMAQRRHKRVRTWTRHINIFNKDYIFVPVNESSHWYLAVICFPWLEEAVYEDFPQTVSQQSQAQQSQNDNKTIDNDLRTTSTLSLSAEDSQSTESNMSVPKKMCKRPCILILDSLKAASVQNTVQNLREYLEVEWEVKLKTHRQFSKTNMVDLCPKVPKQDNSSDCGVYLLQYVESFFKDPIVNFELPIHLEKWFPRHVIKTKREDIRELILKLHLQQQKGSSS
PfG6PD inh – PfG6PD (Plasmodium falciparum) enzyme inhibition; inhibition, % at 20 µM; 0.78% of 350,000 active; AID 504690; PfGluPho enzyme, NADPH resazurin-diaphorase fluorescence;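 active = inhibition reaching at least a set limit at 20 µM in the primary screen, cut at about 59% in these data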;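 note: 0% = DMSO wells with substrate and 100% = DMSO wells lacking glucose-6-phosphate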
SENP8 block-2 – inhibitors of human SENP8 protease | Q96LD8 | purified SENP8, Z-RLRGG-aminoluciferin cleavage, luminescence | AID 2540 | inhibition, % at 10 µM | 1.2% of 330,000 active; in the data active = inhibition above about 50%
SENP1 inh – blocks the human SENP1 SUMO protease catalytic domain; 0.21% of 360,000 active; recombinant SENP1 catalytic domain, CyPet-SUMO1-YPet FRET cleavage; inhibition, % at 10 µM;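 active = inhibition at least 30% at 10 µM, raw YFP signal under a set limit, fluorescence ratio 0.5 to 1.5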;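 note: 0% = enzyme with DMSO and 100% = no enzyme wells; some results filed as inactive read as strong as hits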
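Test system: human SENP1 catalytic domain; medium: Tris pH 8 buffer plus EDTA, NaCl, BME, BSA, NP40, catalase; incubation: 50 min reaction at room temperature; technique: FRET, CFP and YFP emission; controls: no-enzyme low control and enzyme-plus-DMSO high control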
Active calls of the source: *; . = no result given.

SMILES	UBC13 polyUb	SENP6 block	SENP8 block-1	beta cell repl	HKDC1 inh	SENP7 inh	PfG6PD inh	SENP8 block-2	SENP1 inh
C=CCNC(=O)C1CC2c3ccccc3C1c1ccccc12 (stereo not given)	3	8	7	0	-1	-6	-3	-2	2
CCCCCCn1c(N2CCC(C(N)=O)CC2)nc2c1c(=O)[nH]c(=O)n2C	-3	-8	22	0	7	-6	1	-6	0
COc1cc(/C=N/NC(=O)[C@H](Cc2c[nH]c3ccccc23)NC(=O)OCC(C)C)cc([N+](=O)[O-])c1O	-107	-6	24	-1	4	-12	14	-3	3
CCC1(C)Cc2ccccc2-c2nc[nH]c(=O)c21 (stereo not given)	4	13	10	-2	0	1	12	-2	-2
CCOC(=O)c1ccc(-n2c(C)nc3c(cnn3-c3ccc(Cl)cc3)c2=O)cc1	1	-4	11	-5	2	3	-2	2	1
O=C(COC(=O)CCc1ccc(S(=O)(=O)N2CCCCC2)cc1)Nc1ccc2c(c1)OCO2	-9	-10	2	3	7	1	17	-7	-5
Cn1c(C(=O)N2CCC(C(N)=O)CC2)cc2cc(Cl)ccc21	-2	-9	-8	-1	-4	13	9	-10	-6
O=C(COc1ccc(S(=O)(=O)Nc2cccc(C(F)(F)F)c2)cc1)N1CCOCC1	-2	1	6	-1	3	-3	-15	-6	3
Cn1c(=O)c2sccc2n(CC(=O)NCCC2=CCCCC2)c1=O	5	-3	13	7	-3	5	-2	5	0
CS(=O)c1ccc(-n2c(=O)n(Cc3ccccc3)c(=O)c3[nH]cnc32)cc1 (stereo not given)	4	11	16	1	0	-2	-5	-1	3
CN1C(=O)N(C)C2(c3ccccc3)N(C(C)(C)C)C(=O)NC12c1ccccc1 (stereo not given)	2	-1	20	-3	-7	4	7	6	-1
CN(Cc1ccccc1)C(=O)c1oc(=O)c2ccccc2c1-c1ccccc1	-2	0	10	0	5	-6	21	5	-1
O=C1CSC(c2ccccn2)N1c1ccc(F)cc1F (stereo not given)	2	-11	11	-4	-5	2	12	3	-1
CC1CCCC(NC(=O)CN2C(=O)COc3ccccc32)C1C (stereo not given)	-1	4	6	-3	1	6	-9	-3	1
Cc1ccc(NC2=CC(=O)C(=O)c3ccccc32)c(C)c1	-172	51*	-415	-8	18	32	21	49	-1
[O-][N+]1=C(c2cccs2)CN(O)C1	5	0	22	0	-8	4	6	7	2
COc1cc(NC(=O)c2cccs2)c(C(=O)OCC(=O)NC(=O)NCc2ccccc2)cc1OC	9	-6	-129	0	7	3	3	1	3
[O-][n+]1onc2c1CCc1c-2nc(-c2ccccc2)n1OCc1ccccc1	12	-12	13	0	-1	0	-10	-5	-2
O=C(CNC(=O)c1ccco1)NCC(=O)OCC(=O)c1ccc(Cl)c([N+](=O)[O-])c1	-1	-1	13	-3	-7	2	-91	2	1
CCOc1ncccc1C(=O)Nc1nnc(C)s1	3	10	4	-1	-8	0	-3	3	1
Cc1ccnn1CC(=O)N/N=C/c1ccc2c(c1)OCO2	-5	1	0	-2	0	2	-3	-7	4
Cc1c(CN2CCC(n3nccc3NC(=O)c3cccc(F)c3)CC2)cnn1C	6	-8	0	1	2	-4	11	-2	-1
COc1cccc(CC(NC(C)=O)C(=O)NC2CCN(S(=O)(=O)c3cccc4ccccc34)CC2)c1 (stereo not given)	3	-24	13	-3	13	-3	4	-9	2
CCOc1ccc(CCNC(=O)COC(=O)c2ccc(C)c([N+](=O)[O-])c2)cc1OCC	1	-1	5	-1	-6	1	-2	4	2
Cc1ccc(S(=O)(=O)N2CCN(C(=O)CN3C(=O)NC4(CCCCC4)C3=O)CC2)c(C)c1	0	-14	13	-5	38*	-4	-12	2	1

Entries from the list above that have a thiophene ring, fused or not (3):
SMILES	UBC13 polyUb	SENP6 block	SENP8 block-1	beta cell repl	HKDC1 inh	SENP7 inh	PfG6PD inh	SENP8 block-2	SENP1 inh
Cn1c(=O)c2sccc2n(CC(=O)NCCC2=CCCCC2)c1=O	5	-3	13	7	-3	5	-2	5	0
[O-][N+]1=C(c2cccs2)CN(O)C1	5	0	22	0	-8	4	6	7	2
COc1cc(NC(=O)c2cccs2)c(C(=O)OCC(=O)NC(=O)NCc2ccccc2)cc1OC	9	-6	-129	0	7	3	3	1	3

The list continues.
SMILES	UBC13 polyUb	SENP6 block	SENP8 block-1	beta cell repl	HKDC1 inh	SENP7 inh	PfG6PD inh	SENP8 block-2	SENP1 inh
CCc1nnc(NC(=O)c2ccc(S(=O)(=O)N3CCCC(C)C3)cc2)o1 (stereo not given)	-21	-5	4	-6	-3	-2	-25	-6	1
CCc1cccc(CC)c1NC(=S)NCCc1c(C)[nH]c2ccc(C)cc12	1	-5	9	-6	-3	0	11	0	-5
C=CCn1c(CC(=O)Nc2cccc(OC)c2)nnc1SCC(=O)NC1CCCCC1	7	14	-2	-1	-11	-4	1	4	1
COc1ccc(C)cc1NC(=O)CC1COc2ccccc2O1 (stereo not given)	5	-14	14	3	17	2	-7	2	-3
O=CN1CCN(C(=O)CN2C(=O)c3ccccc3C2=O)CC1	-10	1	29	-2	1	1	-10	1	3
CCOc1ccc(NS(=O)(=O)c2cc(C(=O)NCCN3CCOCC3)ccc2C)cc1	7	-1	-1	-1	-6	-3	7	3	3
Cc1cccc(N(CC(=O)NC2CC2)S(=O)(=O)c2ccc(Cl)cc2)c1	3	-3	3	-3	-8	3	20	-1	1
O=C(COc1ccc(-c2ccccc2)cc1)N1CCN(C(=O)c2cccnc2)CC1	4	-4	20	-4	-5	7	-2	-5	3
COc1ccc2cc(CN(CCO)C(=O)c3ccccc3F)c(=O)[nH]c2c1	0	-7	-80	1	-2	4	-8	2	1
CC(C)COc1ccc(C(=O)Nc2cc(S(=O)(=O)N3CCOCC3)ccc2N2CCCC2)cc1	2	4	-4	-4	2	-2	3	4	-4
CCOC(=O)Cn1nnc(-c2ccc(S(C)(=O)=O)cc2)n1	-1	1	19	1	-13	-2	2	-4	1
CCOC(=O)c1cccc(NC(=O)CCn2cccc2)c1	11	-11	10	2	-4	-3	10	-4	-1
O=C(Nc1cc(Cl)cc2c1-c1ccc(Cl)cc1C2O)C(Cl)Cl (stereo not given)	.	.	25	.	7	.	-2	.	4
Cc1ccccc1N1CC(C(=O)Nc2ccc(S(=O)(=O)N3CCOCC3)cc2)CC1=O (stereo not given)	10	1	-1	0	-4	8	14	2	-1
Cc1ccc2nc(CSc3nc(C)nc4c3oc3ccccc34)[nH]c2c1	-8	-2	2	-5	0	3	6	4	-6
O=c1oc(-c2ccco2)nc2ccccc12	-9	-29	-16	-1	5	-11	12	-11	0
Cc1cc(-c2nnc(SCC(=O)N3C(C)CCCC3C)o2)no1 (stereo not given)	-6	-9	4	-2	-4	2	-5	-7	-2
NC(=O)N/N=C/c1cc(F)cc(F)c1	-2	4	37	-2	-1	0	-12	3	2
Cc1oc(-c2cc(F)ccc2F)nc1CN1CCCN(C(=O)c2ccco2)CC1	-6	-24	-30	-3	-12	-13	8	-7	-2
CCOC(=O)Cn1nnnc1CN(CCc1ccccc1)Cc1cc2cc(CC)ccc2[nH]c1=O	-9	-19	-80	-1	8	2	18	1	-8
O=C(Nc1ccccc1)[C@@H]1[C@@H]2C(=O)N(c3ccc(F)cc3)C(=O)[C@@H]2[C@H]2C=CC=NN21	-8	-24	-5	1	-5	-1	10	-7	-14
O=C(COc1ccc([N+](=O)[O-])cc1)Nc1cc(S(=O)(=O)N2CCCCC2)ccc1N1CCCCC1	-14	-3	-7	-1	3	-3	9	-2	-2
O=C(NCC(c1cccs1)N1CCOCC1)c1cnc(Cl)c(Cl)c1 (stereo not given)	7	8	3	-6	-6	-10	2	1	-1
Cc1cc(N2C(=O)CC(N3CCN(c4ccc(C(=O)c5cccs5)cc4)CC3)C2=O)no1 (stereo not given)	0	-14	-117	-2	1	0	-21	-1	-4
CCC(=O)Nc1ccc(Oc2ccc3c(c2)C(=O)N(c2ccc(O)cc2)C3=O)cc1	-3	-12	19	-2	-2	0	-18	1	-1
Next section:
SMILES	UBC13 polyUb	SENP6 block	SENP8 block-1	beta cell repl	HKDC1 inh	SENP7 inh	PfG6PD inh	SENP8 block-2	SENP1 inh
CN(CC(CC(=O)O)c1ccccc1)S(=O)(=O)c1ccc(Br)cc1 (stereo not given)	-16	-20	5	-2	3	-10	4	-15	0
CC(=O)c1cc(C#N)c(N2CCOCC2)nc1C	8	9	1	-2	-5	-1	-3	4	2
O=C(N1CCCCC1)N1CCC(c2nc3ccccc3[nH]2)CC1	18	-1	22	3	-6	2	-2	1	3
COCc1cc(C)nc(OCC(=O)N/N=C/c2ccc(-c3cc([N+](=O)[O-])ccc3Cl)o2)c1C#N	-5	-24	28	-6	-10	-3	5	-3	8
NC(=O)/C(=C\c1ccco1)NC(=O)c1ccc(Br)o1	-8	20	0	-3	0	9	14	8	13
CN1C(=O)c2cccc3c(S(=O)(=O)Nc4ccccc4F)ccc1c23	5	-3	-229	-3	4	-2	16	0	-38

Reformatted with values under each structure: entries from further up
Values in the order: UBC13 polyUb | SENP6 block | SENP8 block-1 | beta cell repl | HKDC1 inh | SENP7 inh | PfG6PD inh | SENP8 block-2 | SENP1 inh
> CCCCCCn1c(N2CCC(C(N)=O)CC2)nc2c1c(=O)[nH]c(=O)n2C
 : -3 | -8 | 22 | 0 | 7 | -6 | 1 | -6 | 0
> COc1cc(/C=N/NC(=O)[C@H](Cc2c[nH]c3ccccc23)NC(=O)OCC(C)C)cc([N+](=O)[O-])c1O
 : -107 | -6 | 24 | -1 | 4 | -12 | 14 | -3 | 3
> CCC1(C)Cc2ccccc2-c2nc[nH]c(=O)c21 (stereo not given)
 : 4 | 13 | 10 | -2 | 0 | 1 | 12 | -2 | -2
